Rad51 HR inh: human RAD51 strand exchange inhibitors, primary screen, biochemical, fluorescence. inhibition, % at 10 µM. 200,000 compounds, 0.085% hits. hRad51 DNA strand exchange, fluorescence dequenching;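 active = inhibition above 40% at the single screening dose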;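 note: 0% = DMSO control wells and 100% = blanks with heterologous ssDNA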
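Test system – preformed human Rad51 ssDNA filaments · Reagent – Donor/quencher-labelled 47-bp dsDNA substrate · Incubation – 37 °C 15-min filament assembly, 30-min compound preincubation, 15-min exchange · Signal – FRET fluorescence dequenching, excitation 485 nm, emission 520 nm · Read-out – percent inhibition from fluorescence, normalised to plate control and blank means · Benchmarks – plate control and blank wells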
L929 necroptosis: inhibitors of zVAD-triggered necroptosis, primary screen, L929 cells. L929 zVAD necroptosis rescue, ATP luminescence, 24 h; with zVAD 60 µM. viability rescue, % at 10 µM. 220,000 compounds, 0.38% hits. AID 1377, 2008;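 active = activation, scaled between plate controls, above about 75%, limit read from the data; inactive = activation under that limit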;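 note: 0% = zVAD with DMSO and 100% = DMSO alone without zVAD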
TbHK1 inh: Trypanosoma brucei hexokinase 1 inhibitors, primary screen, biochemical, G6PDH-coupled NADH absorbance, MLSCN library | hexokinase 1 [Trypanosoma brucei] | recombinant TbHK1, G6PDH-coupled NADH A340 | inhibition, % at 10 µM | 220,000 compounds, 0.11% hits | AID 1430, 2008;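 active = inhibition of 50% or more in the single-dose primary screen; inactive = inhibition below 50%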
eIF4E-4G inh: eIF4E–eIF4G protein interaction inhibitors, primary screen, biochemical, uHTS, TR-FRET, eIF4GI fragment; TR-FRET eIF4E-eIF4GI(517-606) binding, 2 h; inhibition, % at 21.7 µM; 220,000 compounds, 0.37% hits; AID 782, 2007;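 active = inhibition above about 30%, limit read from the data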;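 note: 0% = full FRET control wells and 100% = background wells lacking eIF4GI fragment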
Calpain2 inh: inhibitors of pig calpain II, primary screen, biochemical, fluorogenic peptide substrate, 1536-well; purified calpain II, 30 min; inhibition, % at 16 µM; 220,000 compounds, 0.37% hits; AID 1236, 2008;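 active = inhibition above about 50%, limit read from the data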
Hck Nef HTS: inhibitors of Nef-activated human Hck kinase, primary screen, biochemical, Z-Lyte FRET, 384-well, Hck-YEEI | AID 463187, 2010 | 220,000 compounds, 0.68% hits | inhibition, % at 20 µM | Recombinant Hck-YEEI plus Nef, Z-Lyte FRET kinase assay | Tyrosine-protein kinase HCK (Homo sapiens), P08631;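 active = Hck-Nef kinase inhibition above about 50%, limit read from the data; inactive = inhibition below that limit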;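 note: 0% = DMSO with Hck plus Nef and 100% = Hck alone without Nef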
Target sequence (P08631 whole entry, looked up): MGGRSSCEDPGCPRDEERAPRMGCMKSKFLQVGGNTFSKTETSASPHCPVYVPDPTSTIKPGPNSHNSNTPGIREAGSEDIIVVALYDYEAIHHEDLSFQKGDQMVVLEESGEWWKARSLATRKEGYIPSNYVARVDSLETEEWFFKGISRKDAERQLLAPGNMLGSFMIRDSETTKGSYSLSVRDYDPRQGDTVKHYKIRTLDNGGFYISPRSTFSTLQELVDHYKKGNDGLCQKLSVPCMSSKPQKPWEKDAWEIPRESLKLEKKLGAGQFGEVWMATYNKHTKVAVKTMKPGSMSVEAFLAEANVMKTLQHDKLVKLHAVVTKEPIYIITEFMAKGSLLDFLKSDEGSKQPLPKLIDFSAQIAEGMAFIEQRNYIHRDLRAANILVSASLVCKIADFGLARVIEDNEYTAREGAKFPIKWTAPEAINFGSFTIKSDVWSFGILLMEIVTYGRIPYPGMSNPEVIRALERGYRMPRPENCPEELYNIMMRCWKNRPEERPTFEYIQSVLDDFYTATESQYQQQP
EP2 antag: human EP2 receptor antagonists, primary screen, TR-FRET cAMP, C6 glioma cells. 260,000 compounds, 0.52% hits. inhibition, % at 25 µM. C6 glioma cells expressing human EP2; cells stimulated with saturating PGE2. Prostaglandin E2 receptor EP2 subtype (Homo sapiens), P43116;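 active = percent inhibition above 40 after rounding to a whole number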;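 note: rat C6 glioma host cells with rolipram phosphodiesterase inhibitor present; the protocol text gives 20 µM as final concentration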
EP2 mod: EP2 receptor modulators, cAMP readout, primary screen, cell-based, HTRF cAMP, PGE2 stimulation | 260,000 compounds, 0.83% hits | induction, % at 25 µM | EP2-expressing cells, cAMP HTRF FRET, PGE2 co-stimulation | Prostaglandin E2 receptor EP2 subtype (Homo sapiens), P43116;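 active = compounds whose cAMP rise, as percent of the full-agonist control response, exceeds 60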;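 note: rat C6 glioma line stably carrying human EP2 under a CMV promoter; the protocol text gives 20 µM as final concentration; 100% = response of wells given 1 µM PGE2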
14-3-3 Bad PPI: inhibitors of 14-3-3 zeta/Bad binding, primary screen, biochemical, TR-FRET, bovine 14-3-3 zeta. inhibition, % at 21.7 µM. TR-FRET 14-3-3zeta/Dy647-pBad peptide displacement, 1 h. 220,000 compounds, 0.71% hits. 14-3-3 protein zeta/delta (Bos taurus), P63103. AID 781, 2007;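 active = inhibition above about 70%, limit read from the data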;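 note: 0% = full 14-3-3 plus peptide FRET controls and 100% = background without 14-3-3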
Target sequence (P63103 whole entry, looked up): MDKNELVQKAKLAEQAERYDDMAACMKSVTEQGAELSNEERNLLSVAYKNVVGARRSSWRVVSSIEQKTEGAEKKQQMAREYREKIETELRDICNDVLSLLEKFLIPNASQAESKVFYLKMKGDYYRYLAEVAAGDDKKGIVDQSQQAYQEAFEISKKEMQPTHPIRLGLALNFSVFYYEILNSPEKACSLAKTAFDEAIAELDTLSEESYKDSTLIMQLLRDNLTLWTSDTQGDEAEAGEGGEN
Starred values were filed as active, the others as inactive; & = joins results of further samples; [ ] = dose if it differs, or a comment.

How did S=C(NCCc1ccc(Cl)cc1)NCc1ccco1 do in these assays?
Rad51 HR inh: -16; L929 necroptosis: -0.6; TbHK1 inh: 5; eIF4E-4G inh: 0; Calpain2 inh: -3; Hck Nef HTS: 1; EP2 antag: 9; EP2 mod: -11; 14-3-3 Bad PPI: -12

What do the screens show for `CC(=O)N(Cc1ccc(F)cc1)C1=C(NCc2ccccc2)C(=O)c2ccccc2C1=O`?
L929 necroptosis: 8.7; TbHK1 inh: -9; eIF4E-4G inh: -1; Calpain2 inh: -62; Hck Nef HTS: 6; EP2 mod: -37; 14-3-3 Bad PPI: 6

What do the screens show for `COc1ccc(-c2cc3n(n2)CCc2nc4ccccc4n2-3)cc1`?
Rad51 HR inh: -5; L929 necroptosis: -0.3; TbHK1 inh: -2; eIF4E-4G inh: 4; Calpain2 inh: -99; Hck Nef HTS: 0; EP2 antag: 7; EP2 mod: -20; 14-3-3 Bad PPI: 9

What do the screens show for `O=C(c1cc2ccccc2o1)N1CC=C(c2ccccc2)CC1`?
Rad51 HR inh: -12; L929 necroptosis: 0.4; TbHK1 inh: -6; eIF4E-4G inh: 0; Calpain2 inh: 17; Hck Nef HTS: 5; EP2 antag: 18; EP2 mod: -59; 14-3-3 Bad PPI: -3

What do the screens show for `O=C(CN1CCCC1)Nc1ccc(Oc2ccc(NC(=O)CN3CCCC3)cc2)cc1`?
Rad51 HR inh: -16; L929 necroptosis: 3.7; TbHK1 inh: -2; eIF4E-4G inh: -1; Calpain2 inh: -4; Hck Nef HTS: 1; EP2 antag: 6; EP2 mod: -5; 14-3-3 Bad PPI: 0[fluorescence artefact?]

How did C/C=C(\C)C(=O)NCCN1C2=NC[C@@H](Cc3ccccc3)N2C[C@H]1Cc1ccc(O)cc1 do in these assays?
Rad51 HR inh: 6; L929 necroptosis: -0.7; TbHK1 inh: 10; eIF4E-4G inh: 0; Calpain2 inh: 17; Hck Nef HTS: 2; EP2 antag: 5; EP2 mod: -20; 14-3-3 Bad PPI: -8

What do the screens show for `CC(C)C(=O)Nc1csc(C(F)(F)F)c1-c1ccccc1`?
Rad51 HR inh: 12; L929 necroptosis: 1.1; TbHK1 inh: -3; eIF4E-4G inh: -1; Calpain2 inh: -11; Hck Nef HTS: 13; EP2 antag: 12; EP2 mod: -23; 14-3-3 Bad PPI: -12

Results for Cc1cc(OC(=O)c2ccc(Cl)cc2Cl)nc(C)n1 ?
Rad51 HR inh: -6; L929 necroptosis: -0.2; TbHK1 inh: -2; eIF4E-4G inh: 24; Calpain2 inh: -18; Hck Nef HTS: 1; EP2 antag: 2; EP2 mod: 50; 14-3-3 Bad PPI: 38

How did CCN(CC)CCNC(=O)c1c(O)c2cc(OC)c(OC)cc2[nH]c1=O do in these assays?
L929 necroptosis: 1.3; TbHK1 inh: -86; eIF4E-4G inh: 3[fluorescence artefact?]; Calpain2 inh: -68; Hck Nef HTS: -8; EP2 antag: 13; EP2 mod: 27&-19; 14-3-3 Bad PPI: 4[fluorescence artefact?]

How did CCOc1ccc(-n2nc(C(=O)NCCOC)c3ccccc3c2=O)cc1 do in these assays?
Rad51 HR inh: 5; L929 necroptosis: -0.2; TbHK1 inh: -5; eIF4E-4G inh: 5; Calpain2 inh: 2; Hck Nef HTS: -12; EP2 antag: 8; EP2 mod: 12; 14-3-3 Bad PPI: 5

What do the screens show for `CCOC(=O)C(CC)(CC)/C(C)=N/NC(=O)CC#N`?
Rad51 HR inh: -11; L929 necroptosis: 2.7; TbHK1 inh: 17; eIF4E-4G inh: -2[fluorescence artefact?]; Calpain2 inh: 13; Hck Nef HTS: -18; EP2 antag: 16; EP2 mod: 18; 14-3-3 Bad PPI: 8[fluorescence artefact?]

What do the screens show for `CCOC(=O)N1CCN(Cc2nc3c(c(=O)n(C)c(=O)n3C)n2Cc2cccc(C)c2)CC1`?
Rad51 HR inh: -1; L929 necroptosis: -0.2; TbHK1 inh: -7; eIF4E-4G inh: 7; Calpain2 inh: -64; Hck Nef HTS: -2; EP2 antag: 4; EP2 mod: 27; 14-3-3 Bad PPI: -10

How did CCOC(=O)CCCc1ccc(/C(C)=N/NC(=S)NC)cc1 do in these assays?
Rad51 HR inh: 11; L929 necroptosis: -0.4; TbHK1 inh: -10; eIF4E-4G inh: 3; Calpain2 inh: 22; Hck Nef HTS: 20; EP2 antag: 9; EP2 mod: -32; 14-3-3 Bad PPI: -11

What do the screens show for `COc1cc(/C=N/NC(=O)COc2ccc(-n3cnnn3)cc2)ccc1OCC(N)=O`?
Rad51 HR inh: 13; L929 necroptosis: 0.0; TbHK1 inh: -16; eIF4E-4G inh: 4; Calpain2 inh: -5; Hck Nef HTS: 18; EP2 antag: 6; EP2 mod: 2; 14-3-3 Bad PPI: -1

Results for Cc1cc(F)ccc1NC(=O)C1CCCO1 (stereo not given) ?
Rad51 HR inh: 2; L929 necroptosis: 1.5; TbHK1 inh: 2; eIF4E-4G inh: 4; Calpain2 inh: -3; Hck Nef HTS: 3; EP2 antag: 7; EP2 mod: 20; 14-3-3 Bad PPI: -6

By substructure, the entries above with a furan ring, fused or not (2)
How did S=C(NCCc1ccc(Cl)cc1)NCc1ccco1 do in these assays?
Rad51 HR inh: -16; L929 necroptosis: -0.6; TbHK1 inh: 5; eIF4E-4G inh: 0; Calpain2 inh: -3; Hck Nef HTS: 1; EP2 antag: 9; EP2 mod: -11; 14-3-3 Bad PPI: -12

What do the screens show for `O=C(c1cc2ccccc2o1)N1CC=C(c2ccccc2)CC1`?
Rad51 HR inh: -12; L929 necroptosis: 0.4; TbHK1 inh: -6; eIF4E-4G inh: 0; Calpain2 inh: 17; Hck Nef HTS: 5; EP2 antag: 18; EP2 mod: -59; 14-3-3 Bad PPI: -3

Next results.
What do the screens show for `N#Cc1cc(NC2CCCC2)c([N+](=O)[O-])cc1C#N`?
Rad51 HR inh: -23; L929 necroptosis: 0.3; TbHK1 inh: 38; eIF4E-4G inh: -2; Calpain2 inh: 0; Hck Nef HTS: 2; EP2 antag: 6; EP2 mod: 37; 14-3-3 Bad PPI: -8[fluorescence artefact?]

What do the screens show for `COc1ccc(C(=O)COC(=O)c2cccnc2SC)cc1`?
Rad51 HR inh: 16; L929 necroptosis: 0.8; TbHK1 inh: -2; eIF4E-4G inh: 6; Calpain2 inh: -9; Hck Nef HTS: 3; EP2 antag: 6; EP2 mod: 7; 14-3-3 Bad PPI: -15

Results for Cc1ccc(C(=O)O/N=C/c2ccc(N(C)C)cc2)cc1 ?
Rad51 HR inh: 12; L929 necroptosis: -0.6; TbHK1 inh: -8; eIF4E-4G inh: -1; Calpain2 inh: -74; Hck Nef HTS: 7; EP2 antag: 6; EP2 mod: -23; 14-3-3 Bad PPI: -12

Results for Cc1oc(-c2ccc(Cl)cc2)cc1C(=O)NC1CCN(Cc2ccccc2)CC1 ?
Rad51 HR inh: -8; L929 necroptosis: 1.4; TbHK1 inh: 0; eIF4E-4G inh: -2; Calpain2 inh: -14; Hck Nef HTS: 14; EP2 antag: 5; EP2 mod: -50; 14-3-3 Bad PPI: -3

Results for CCCCN(C(=O)CNC(=O)c1ccco1)C(C(=O)NC1CCCCC1)c1ccc(OC)cc1OC (stereo not given) ?
Rad51 HR inh: -2; L929 necroptosis: 0.4; TbHK1 inh: -9; eIF4E-4G inh: 2; Calpain2 inh: 0; Hck Nef HTS: -1; EP2 antag: 13; EP2 mod: 11; 14-3-3 Bad PPI: 6

Results for Cc1ccc(C(=O)Nc2nc(-c3cc(Cl)sc3Cl)cs2)cc1 ?
Rad51 HR inh: 2; L929 necroptosis: 0.9; TbHK1 inh: -25; eIF4E-4G inh: -20; Calpain2 inh: -75; Hck Nef HTS: 5; EP2 antag: 1; EP2 mod: -2; 14-3-3 Bad PPI: 12

What do the screens show for `C/C(=N\NC(=O)CC#N)c1ccc(Oc2ccccc2)cc1`?
Rad51 HR inh: 7; L929 necroptosis: 3.2; TbHK1 inh: -2; eIF4E-4G inh: 2; Calpain2 inh: 37; Hck Nef HTS: 20; EP2 antag: 3; EP2 mod: 27; 14-3-3 Bad PPI: -10

How did COCc1cc(/C=N\NC(=O)Cc2ccc(Cl)cc2)ccc1OC do in these assays?
Rad51 HR inh: 6; L929 necroptosis: 0.6; TbHK1 inh: -8; eIF4E-4G inh: 11; Calpain2 inh: 1; Hck Nef HTS: 2; EP2 antag: 7; EP2 mod: -20; 14-3-3 Bad PPI: -11

Results for Cc1ccc(CN2CCN(Cc3ccc(O)cc3)CC2CCO)o1 (stereo not given) ?
Rad51 HR inh: 22; L929 necroptosis: 4.3; TbHK1 inh: -3; eIF4E-4G inh: 1; Calpain2 inh: -20; Hck Nef HTS: 14; EP2 antag: 2; EP2 mod: 5; 14-3-3 Bad PPI: -12

Results for COc1c(C(=O)NNC(=O)c2ccccc2Cl)csc1Br ?
Rad51 HR inh: 7; L929 necroptosis: -0.6; TbHK1 inh: -9; eIF4E-4G inh: 6; Calpain2 inh: -3; Hck Nef HTS: 11; EP2 antag: 4; EP2 mod: -33; 14-3-3 Bad PPI: -1

What do the screens show for `C/C(=N\NC(=O)CN(c1ccccc1)S(C)(=O)=O)c1ccccc1O`?
Rad51 HR inh: 3; L929 necroptosis: 56; TbHK1 inh: 1; eIF4E-4G inh: 1; Calpain2 inh: -2; Hck Nef HTS: -49; EP2 antag: 10; EP2 mod: -12; 14-3-3 Bad PPI: -2

What do the screens show for `CN(C1CCCCC1)S(=O)(=O)c1ccc(-n2cnnn2)cc1`?
Rad51 HR inh: -5; L929 necroptosis: 0.0; TbHK1 inh: 28; eIF4E-4G inh: 6; Calpain2 inh: 5; Hck Nef HTS: -2; EP2 antag: 8; EP2 mod: 14; 14-3-3 Bad PPI: 7

How did FCCCOc1ccc(-c2ccnc(-c3ccccc3)n2)cc1 do in these assays?
Rad51 HR inh: -14; L929 necroptosis: -0.1; TbHK1 inh: -4; eIF4E-4G inh: 0; Calpain2 inh: -17; Hck Nef HTS: 0; EP2 antag: 9; EP2 mod: 16; 14-3-3 Bad PPI: -3

How did C=CCOc1nc(N(C)C)nc(N(C)C)n1 do in these assays?
Rad51 HR inh: 1; L929 necroptosis: -1.2; TbHK1 inh: -6; eIF4E-4G inh: -2; Calpain2 inh: -31; Hck Nef HTS: -9; EP2 antag: 18; EP2 mod: 27; 14-3-3 Bad PPI: 2

Some of the compounds tested; rates above refer to the full screens.
